PriA SSB inh – inhibitors of Klebsiella pneumoniae PriA binding to SSB C-terminal tail. AlphaScreen SSBct-PriA binding, biotinylated peptide. inhibition, % at 33 µM. 430,000 compounds, 0.6% hits. AID 1272365; in the data active = inhibition mostly above about 37%, no sharp cut-off; inactive = mostly below about 20%;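 note: plate controls were negative control peptide for no effect and reference peptide for full effect; strong numbers were not always called active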
* = called active by the depositor; & = joins results of further samples. Only part of the results is shown; count on the stated rates, not on these rows.

SMILES | PriA SSB inh
COc1cccc(Cn2c(SCC(=O)Nc3cccc(C)c3C)nc3c(oc4ccccc43)c2=O)c1 | 5
Cc1cc(S(=O)(=O)NCCC(CCO)c2ccccc2)ccc1F (stereo not drawn) | -4
CN1c2ccsc2C(=NNc2ccccc2)CS1(=O)=O | 10
CCCC[C@H](NC(C)=O)c1nc2ccccc2n1Cc1ccccc1F | -17
CC(=O)Nc1ccc(CC(=O)NCCSC2CCOCC2)cc1 | -16
Cc1ccc(C(=O)Nc2ccc(C(=O)NCCNC(=O)c3ccccc3C)cc2)cc1 | -22
O=C(NCC12CC3CC(CC(C3)C1)C2)N1CCN(c2ccccc2)CC1 | 10
COc1ccc(CCS(=O)(=O)Nc2ccc3c(c2)N(C(C)=O)CC3)cc1 | -7
O=C(O)c1ccc(C=NNC(=O)c2cc(-c3ccc4c5c(cccc35)CC4)n[nH]2)cc1 | -10
O=C(CSc1nnc(-c2cccc(S(=O)(=O)N3CCCCCC3)c2)o1)c1ccc(Cl)cc1Cl | -5
Cc1cc(OC2CCN(C(=O)c3ccccc3Cl)CC2)cc(=O)o1 | -9
Cc1cc(C=c2sc3nc4ccccc4n3c2=O)c(C)n1-c1ccc(C(=O)O)cc1 | -5
COC(=O)c1ccc(C)c(Nc2nn3c(=O)c4cc5c(cc4nc3s2)OCO5)c1 | -8
CCc1c(C)nc2n(c1=O)CC(C(=O)Nc1ccc(S(N)(=O)=O)cc1)CS2 (stereo not drawn) | -1
COc1cn(CC(=O)Nc2ccc([N+](=O)[O-])cc2)c(CSc2nncn2C)cc1=O | 3
O=C(CCS(=O)(=O)c1ccccc1)N1CCC(c2ccccc2)C1 (stereo not drawn) | 2
O=C(NCCn1ncccc1=O)c1ccc2ccccc2n1 | -6
CC(C)CCN1C(=O)C(C)(C)COc2cc(N)ccc21 | 29
O=C(O)CCC(=NNc1ccc([N+](=O)[O-])cc1)c1ccccc1 | 3
O=C(Nc1nnc(-c2cccnc2)o1)C1CCN(S(=O)(=O)c2ccc(Cl)s2)CC1 | -10&-3
O=C(NN=Cc1ccc([N+](=O)[O-])cc1)c1c[nH]c2ccccc12 | 1
CCc1ccccc1NC(=O)CC1Nc2ccccc2NC1=O (stereo not drawn) | -25
COc1ccc(Br)c(C(=O)NC2CC3CCC(C2)N3S(C)(=O)=O)c1 (stereo not drawn) | -8
Cn1nc(-c2ccc(F)cc2)cc1C(=O)N1CCC(n2ccnn2)C1 (stereo not drawn) | -11

The final two records of the part before lead into the next.
SMILES | PriA SSB inh
COc1ccc(Br)c(C(=O)NC2CC3CCC(C2)N3S(C)(=O)=O)c1 (stereo not drawn) | -8
Cn1nc(-c2ccc(F)cc2)cc1C(=O)N1CCC(n2ccnn2)C1 (stereo not drawn) | -11
Cc1ccc(S(=O)(=O)Nc2ccc(-c3csc(Nc4cccnc4)n3)cc2)s1 | -7
CCC(C(=O)N1CCN(c2ccc(-c3ccccn3)nn2)CC1)c1ccccc1 (stereo not drawn) | 80*
O=C(NCC1(Sc2ccccc2)CCOCC1)c1ccc(OC(F)(F)F)cc1 | -4
O=C(NN=C/C(Cl)=C/c1ccccc1)c1ccncc1 | 2
Cc1nccn1CCNC(=O)c1cccc(C(F)(F)F)c1 | -8
COc1ccccc1C=NN1C(=O)C2C3C=CC(CC3)C2C1=O (stereo not drawn) | -6
O=C(NN=Cc1cnc(N2CCCCC2)s1)c1ccc(Cl)cc1 | -10
CO[C@@](C)(CNC(=O)c1cccc(C#N)c1)c1cccc(Cl)c1 | -15
COc1ccc(-c2csc(NC(=O)CS(=O)(=O)c3ccc(F)cc3)n2)cc1C | 26
O=C(Cc1cccc2ccccc12)NN=Cc1ccc(Sc2nc3ccccc3s2)o1 | -5
CN(CC(=O)NCC1CCCO1)S(=O)(=O)c1cccc2cnccc12 (stereo not drawn) | -7
COc1cccc(OCC(=O)Nc2ccc3c(c2)CCC(=O)N3CCC(C)C)c1 | 3
O=c1[nH]c(CSc2ccc(Cl)cc2)nc2ccccc12 | 5
CCOc1cccc2cc(C(=O)Nc3cccc(C)n3)oc12 | -13
O=S(=O)(c1ccc(OC(F)(F)F)cc1)N1CCC[C@H](Cc2nc(C3CC3)no2)C1 | 0
CCOC(=O)c1ccsc1NC(=O)CC1Nc2ccccc2NC1=O (stereo not drawn) | -10
COc1cc2cc(C(=O)O)cc(-c3ccc(C)cc3)c2cc1OC | -15&-4
CS(=O)(=O)N1CCC(CNS(=O)(=O)Cc2cc(F)ccc2F)CC1 | -8
CCCCOc1ccc(C(=O)NCCn2nc(C(F)(F)F)n(C)c2=O)cc1 | -2
CSc1cccc(-c2nnc(NC(=O)CCc3ccccc3)o2)c1 | -18
O=C(Cn1ccnc1-c1ccnc(N2CCCC2)c1)NCc1ccccc1Cl | 1
CCOC(=O)N1CCN(C(=O)Cc2cc(=O)[nH]c(SCc3ccccc3F)n2)CC1 | 3
O=S(=O)(NC1CCCC1)c1cccc2nsnc12 | -5&-4
Cc1ccc(OCC(=O)N/N=C\c2cccnc2)cc1C | 11

A portion of the results above:
SMILES | PriA SSB inh
O=C(NCC1(Sc2ccccc2)CCOCC1)c1ccc(OC(F)(F)F)cc1 | -4
O=C(NN=C/C(Cl)=C/c1ccccc1)c1ccncc1 | 2
Cc1nccn1CCNC(=O)c1cccc(C(F)(F)F)c1 | -8
COc1ccccc1C=NN1C(=O)C2C3C=CC(CC3)C2C1=O (stereo not drawn) | -6
O=C(NN=Cc1cnc(N2CCCCC2)s1)c1ccc(Cl)cc1 | -10
CO[C@@](C)(CNC(=O)c1cccc(C#N)c1)c1cccc(Cl)c1 | -15
COc1ccc(-c2csc(NC(=O)CS(=O)(=O)c3ccc(F)cc3)n2)cc1C | 26
O=C(Cc1cccc2ccccc12)NN=Cc1ccc(Sc2nc3ccccc3s2)o1 | -5
CN(CC(=O)NCC1CCCO1)S(=O)(=O)c1cccc2cnccc12 (stereo not drawn) | -7
COc1cccc(OCC(=O)Nc2ccc3c(c2)CCC(=O)N3CCC(C)C)c1 | 3
O=c1[nH]c(CSc2ccc(Cl)cc2)nc2ccccc12 | 5
CCOc1cccc2cc(C(=O)Nc3cccc(C)n3)oc12 | -13
O=S(=O)(c1ccc(OC(F)(F)F)cc1)N1CCC[C@H](Cc2nc(C3CC3)no2)C1 | 0
CCOC(=O)c1ccsc1NC(=O)CC1Nc2ccccc2NC1=O (stereo not drawn) | -10
COc1cc2cc(C(=O)O)cc(-c3ccc(C)cc3)c2cc1OC | -15&-4
CS(=O)(=O)N1CCC(CNS(=O)(=O)Cc2cc(F)ccc2F)CC1 | -8
CCCCOc1ccc(C(=O)NCCn2nc(C(F)(F)F)n(C)c2=O)cc1 | -2
CSc1cccc(-c2nnc(NC(=O)CCc3ccccc3)o2)c1 | -18
O=C(Cn1ccnc1-c1ccnc(N2CCCC2)c1)NCc1ccccc1Cl | 1

Later entries
SMILES | PriA SSB inh
Cc1cccc(OCC(=O)NCCCn2nc(-c3ccccc3)ccc2=O)c1C | -16
COc1ccc(C(=O)NCC2(OC)Cc3ccccc3C2)cc1F | -7
CC(C)N(C(=O)CSc1nncc(=O)[nH]1)c1ccccc1 | -4
O=C(Cc1csc(N2CCOCC2)n1)NN=Cc1cccc(O)c1 | 4
Oc1c(Br)cc(Br)c(C=Nn2c(-c3ccccc3)n[nH]c2=S)c1Br | 6
CC(C)Oc1ccc(C(=O)Nc2nccs2)cc1 | -7
CC(C)(C)C(=O)NCc1ccc([C@H](O)c2ccccc2)s1 | -9
COc1ccccc1CCNC(=O)CCc1csc2nc(-c3ccccc3)cn12 | 11
CS(=O)(=O)N1CCCCC1C(=O)Nc1nc2cc3c(cc2s1)OCCO3 (stereo not drawn) | 2
C=CCn1c(SCc2csc(C)n2)nc2scc(-c3ccc(OC)cc3)c2c1=O | 1&3
Clc1ccc(C=Nc2c(-c3ccco3)nc3ccccn23)cc1 | 13
Cn1c(SCC(=O)N2CCN(c3ccccc3F)CC2)nc2cc(-c3ccccc3)sc2c1=O | -8&-8
Cc1cccc(NCC(=O)NN=Cc2ccccn2)c1 | 4
COc1ccc(C=NNc2nnc(-c3ccccc3)c(=O)[nH]2)cc1 | 0
COC(CNS(=O)(=O)/C=C/c1ccccc1)c1cccc(F)c1 (stereo not drawn) | -4
CC(C)S(=O)(=O)c1ccc(C(=O)Nc2sccc2C(N)=O)cc1 | 5
COCC(=O)NCCn1nc(-c2cccs2)n(C)c1=O | -9
O=C(CN1C(=O)CCC1=O)N1CCC(CSc2ccccn2)CC1 | -6
Cc1cc(C(=O)NN=Cc2ccc(-c3ccccc3Cl)o2)n[nH]1 | 0
CC(=NNC(=O)CC#N)C1COc2ccccc2O1 (stereo not drawn) | -8
COc1cc(/C=C\C(=O)NCCn2ncc3c(=O)n(Cc4cccc(Cl)c4)cnc32)cc(OC)c1OC | 5
CCC(CNC(=O)C1CC=CCC1)(OC)c1ccccc1 (stereo not drawn) | -4
O=S(=O)(NCC1CCN(Cc2ccsc2)CC1)c1ccc2c(c1)CCO2 | 3
COc1cc(C=NNC(=O)c2sc(N)nc2C)cc(OC)c1OC | -9
Cc1nc(C)c(C(=O)Nc2sccc2-c2nc3ccccc3s2)s1 | -23
CCCCOc1ccc(C(=O)NCC(c2ccsc2)N2CCCCCC2)cc1 (stereo not drawn) | -5
O=C(Cc1cccc(C(F)(F)F)c1)NCc1cccnc1-c1cccs1 | -9
O=C(c1cc2ccccc2[nH]1)N1CCN(c2ccccc2)CC1 | 3
O=[N+]([O-])c1ccc(O)c(C=Nn2cnnc2)c1 | -14
Cc1ccc(S(=O)(=O)NC(C)Cc2cccs2)cc1 (stereo not drawn) | -15
CN1CCN(C(CNC(=O)COc2ccc(Cl)cc2)c2ccc(F)cc2)CC1 (stereo not drawn) | -7
Cc1cccc2sc(NC(=O)Cc3cc(=O)[nH]c(SCc4ccccc4)n3)nc12 | 0&9
CCOC(=O)N1CCN(S(=O)(=O)c2ccc(F)c(OCC)c2)CC1 | -12
Nc1nccc(-c2ccccn2)n1 | 47
Cc1cc(C(=O)Nc2nc(C(=O)NCCSc3nncn3C)co2)no1 | -1
CC1=NN(c2ccccc2)C(=O)C1C(=O)c1ccc(Br)o1 (stereo not drawn) | -2
CC(C)CS(=O)(=O)NC[C@H](O)c1ccc(C(F)(F)F)cc1 | -7
COc1ccc(-c2noc(Cn3c(=O)n(C(C)C)c(=O)c4ccccc43)n2)cc1OC | 4
CCOC(=O)C(N=Nc1sc(C(=O)OC)c(C)c1C(=O)OCC)=C(O)CCl | 4
COc1ccc(C=NNC(=O)c2c(C)nc3ccc(Cl)cn23)cc1OC | 2
O=C(Nc1ccc2c(c1)CN(C(=O)c1ccco1)CC2)C1CCCC1 | -4&-1
Cc1cc(C(=O)N2CCCC(c3nnc(-c4ccc5c(c4)OCO5)o3)C2)no1 (stereo not drawn) | -3
Cc1[nH]c2ccccc2c1C=NNC(=S)NCc1ccccc1 | 7
COc1cc(-n2c(=O)c3ccccc3n(CC(=O)Nc3cc(C)on3)c2=O)cc(OC)c1OC | 7
Cc1ccc(C)c(N2CCN(S(=O)(=O)c3ccsc3C(=O)NCc3cccs3)CC2)c1 | 5
CCOC(=O)c1c(NC(=O)CSc2cc(C)c3ccccc3n2)sc(C)c1C | -3
CCOc1ccc(NS(=O)(=O)c2ccc(-c3ccc(C)cc3)cc2)cc1 | -15
O=S(=O)(c1ccc(Br)s1)N1CC(n2ccnn2)C1 | -20
O=C(Nc1c(C(=O)Nc2ccccc2)oc2ccccc12)c1ccco1 | -12
COC(=O)Nc1ccc2c(c1)CCN2C(C)=O | -14&-7
COc1cc(OC)cc(C(=O)Nc2nc(CC(=O)Nc3nnc(C)s3)cs2)c1 | -3&-1
CN(C)S(=O)(=O)c1ccc(C(=O)NCC[C@H](O)c2ccco2)cc1 | -6
O=C(c1cc2occc2[nH]1)N1CCN(C2CCCCC2)CC1 | -4
O=S(=O)(Cc1ccc(F)cc1)NCC1CCN(Cc2ccco2)CC1 | 5
CCOC(=O)c1ccc(NC(=O)c2cc(S(=O)(=O)N3CCCCCC3)ccc2O)cc1 | -5&3
Cc1ccc(S(=O)(=O)NC[C@](C)(O)c2ccccc2)cc1C | -9
O=C(Nc1ccccc1Cl)ON=Cc1ccncc1 | -7
c1ccc(N=C2N=C(Nc3ccccn3)c3ccccc32)nc1 | 4
CCOc1ccc(C(=O)NC2CCN(c3cc(-c4cccs4)[nH]n3)CC2)cn1 | -7
CC(=O)Nc1cccc(NC(=O)C(=O)NCc2ccccc2)c1 | -15&2
Next section
SMILES | PriA SSB inh
CC1CN(C(=O)Cn2cc(S(=O)(=O)Cc3ccccc3)c3ccccc32)CC(C)O1 (stereo not drawn) | -72
C=CCN1C(=O)C(C)(C)COc2cc(NS(=O)(=O)c3cc(CC)ccc3OC)ccc21 | -19
COc1ccc(-c2ccc(N3CCN(C(=O)CCSc4ccccc4)CC3)nn2)cc1 | -1
CC1CCCN(C(=O)C(=O)c2cn(CC(=O)N3CCCC3)c3ccccc23)C1 (stereo not drawn) | 5
COc1ccccc1NC(=O)CN1C(=O)CC(c2cccs2)CC1=O | -14
Cc1nnsc1C(=O)NCCn1ccn2nc(-c3ccco3)cc12 | -3
O=C(Nc1ccc(-c2cnc3n2CCC3)cc1)c1ccc2nsnc2c1 | 9
Cc1ccc2c(=O)cc(-c3ccc(F)cc3)oc2c1 | -17
CCOC(=O)c1ccc(NC(=O)C[C@@H]2Nc3cccc4cccc(c34)NC2=O)cc1 | -15
O=C(O)c1ccc(NN=Cc2ccc(OC(=O)c3ccccc3Cl)cc2)cc1 | -5
COc1cc(COCC2CCN(C(=O)C(C)Oc3ccccc3)CC2)cc(OC)c1 (stereo not drawn) | -6
Cc1ccc(N2C(=O)C=CC2=O)c([N+](=O)[O-])c1 | 8
O=C(Cc1ccc(F)cc1)N(CCn1cccn1)c1nc2ccccc2s1 | 0
O=C(C1CC2C=CC1C2)N1CCC(n2ccnn2)CC1 (stereo not drawn) | -10
CCOCCCNS(=O)(=O)c1cc(OC)c(Cl)cc1OC | -18
Cc1ccc(-c2csc(NC(=O)c3ccnn3C)n2)cc1C | -11
O=C(CN1CCN(Cc2nc(-c3cccs3)cs2)CC1)N1CCOCC1 | -5
Cc1nn(CC(=O)N2CCCc3ccccc32)c(=O)c2c1cnn2C(C)(C)C | 4&7
Cc1ccc2cc(C3CC(c4ccc(Br)cc4)=NN3C(=O)c3ccc(Br)cc3)c(=O)[nH]c2c1 (stereo not drawn) | -9
Cn1c(O)c(N=Nc2nc3c(c(=O)n(Cc4ccc(Cl)cc4)c(=O)n3C)n2C)c(=O)n(C)c1=O | 0
Cc1nnsc1C(=O)N1CC(S(=O)(=O)Cc2ccco2)C1 | -6
